Source: PubChem (several laboratories)
TPT1 inh: inhibitors of Candida albicans tRNA 2'-phosphotransferase TPT1; recombinant caTPT1, FP RNA substrate dephosphorylation; inhibition, % at 5 µM; actives 0.81% (n = 300,000); AID 1962;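 active = inhibition above the mean of all tested compounds plus 3 SD, set per screening campaign, cut at about 24% in these data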;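 also: plate controls were DMSO alone for no effect and ferristatin control at 100 nM for full effect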
BCLXL inh: blocks human Bcl-xL binding to Bim BH3 peptide; inhibition, % at 10.9 µM; actives 0.7% (n = 320,000); Q07817; GST-Bcl-xL / FITC-Bim BH3 peptide fluorescence polarization; AID 2129;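 active = inhibition above the mean of all tested compounds plus 3 SD, cutoff set per campaign, cut at about 30% in these data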;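 also: 0% = DMSO wells and 100% = unlabeled Bim-BH3 peptide competitor; inhibitors lower millipolarization by displacing the labeled peptide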
Target sequence (Q07817 whole entry, looked up): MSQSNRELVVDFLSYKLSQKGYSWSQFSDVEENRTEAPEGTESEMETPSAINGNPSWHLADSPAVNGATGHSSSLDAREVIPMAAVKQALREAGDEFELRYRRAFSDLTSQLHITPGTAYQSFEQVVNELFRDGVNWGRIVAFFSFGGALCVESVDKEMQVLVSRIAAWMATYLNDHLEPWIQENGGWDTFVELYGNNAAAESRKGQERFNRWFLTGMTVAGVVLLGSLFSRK
MEX-5 binding: C. elegans MEX-5 TCR-2 RNA binding activity; activity score (negative = inhibition of binding), % at 10 µM; MEX-5/FITC-TCR2 RNA binding, fluorescence polarization; hits give low values; AID 1832; Q9XUB2; actives 0.38% (n = 300,000);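 active = inhibition past about -25% in most replicates, and total fluorescence under double the plate's negative control median, limit read from the data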;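 also: 0% = DMSO and -100% = 5 µM competing unlabeled TCR2 RNA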
Target sequence (Q9XUB2 whole entry, looked up): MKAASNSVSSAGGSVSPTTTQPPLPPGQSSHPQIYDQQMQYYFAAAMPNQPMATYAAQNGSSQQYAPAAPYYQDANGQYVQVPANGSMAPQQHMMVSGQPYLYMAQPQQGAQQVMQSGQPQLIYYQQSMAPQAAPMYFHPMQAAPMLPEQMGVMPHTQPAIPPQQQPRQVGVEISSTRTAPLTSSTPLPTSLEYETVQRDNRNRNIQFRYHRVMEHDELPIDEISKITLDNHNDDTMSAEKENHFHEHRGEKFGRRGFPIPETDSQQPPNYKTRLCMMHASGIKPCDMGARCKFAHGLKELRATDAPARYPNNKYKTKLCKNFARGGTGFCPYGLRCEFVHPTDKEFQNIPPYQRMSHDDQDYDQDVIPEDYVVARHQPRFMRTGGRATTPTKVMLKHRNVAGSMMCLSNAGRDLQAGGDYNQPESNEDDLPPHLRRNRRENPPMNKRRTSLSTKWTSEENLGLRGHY
PME-1 primary: blocks human protein phosphatase methylesterase 1 | Q9Y570 | recombinant PME-1, FP-Rh probe fluorescence polarization | inhibition, % at 5.9 µM | actives 0.53% (n = 320,000) | AID 2130;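 active = inhibition above the campaign mean of all compounds plus 3 SD, cut at about 26% in these data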;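 also: competitive labeling of PME-1 active site by serine hydrolase directed probe; 0% = PME-1 with DMSO and 100% = wells lacking PME-1 enzyme; inhibitors block probe labeling so polarization falls and inhibition rises; many of its hits are not listed in these tables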
Target sequence (Q9Y570 whole entry, looked up): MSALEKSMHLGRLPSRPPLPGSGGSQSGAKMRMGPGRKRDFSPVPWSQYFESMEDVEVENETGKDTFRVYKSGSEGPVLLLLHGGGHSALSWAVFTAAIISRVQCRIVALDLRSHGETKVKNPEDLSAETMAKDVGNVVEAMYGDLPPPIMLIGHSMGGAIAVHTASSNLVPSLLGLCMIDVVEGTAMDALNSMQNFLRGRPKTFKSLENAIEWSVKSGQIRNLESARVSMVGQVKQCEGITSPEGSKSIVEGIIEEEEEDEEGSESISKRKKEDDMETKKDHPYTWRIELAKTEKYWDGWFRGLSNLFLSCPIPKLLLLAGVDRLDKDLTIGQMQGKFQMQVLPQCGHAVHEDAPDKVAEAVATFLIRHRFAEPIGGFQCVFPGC
MCL1 BIM primary: inhibitors of human MCL1 binding to BIM-BH3 peptide; inhibition, % at 10.9 µM; actives 0.68% (n = 320,000); GST-MCL1 / FITC-Bim-BH3 fluorescence polarization;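 active = inhibition above the mean inhibition of all tested compounds plus 3 SD, set per campaign, cut at about 40% in these data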;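 also: 0% = DMSO wells and 100% = unlabeled Bim-BH3 peptide control; higher means more loss of mP so more displacement of Bim peptide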
Fam108B counter: Fam108B inhibition, counter-screen for RBBP9 inhibitors; inhibition, % at 9.51 µM; actives 0.33% (n = 300,000); recombinant Fam108B, FP-Rh probe fluorescence polarization;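 active = inhibition above the screen mean inhibition plus 3 SD, computed separately per campaign, cut at about 18% in these data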;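 also: inhibitors lower polarization as less probe binds the enzyme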
GSTO1 counter: blocks human GSTO1 in RBBP9 counter-screen; inhibition, % at 5.96 µM; P78417; recombinant GSTO1, activity-based probe fluorescence polarization; actives 1.1% (n = 300,000); AID 1974;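 active = inhibition above the campaign mean inhibition plus 3 SD, cut at about 35% in these data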;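 also: 0% = GSTO1-1 with DMSO and 100% = wells lacking GSTO1-1 enzyme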
GLD-1 TGE inh: GLD-1-TGE RNA interaction inhibition (C. elegans) | purified GLD-1 + fluorescein TGE RNA, fluorescence polarization | actives 0.44% (n = 320,000) | Q17339 | inhibition, % at 5.96 µM;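 active = percent inhibition above a per-plate cutoff, the plate mean of test compounds plus 3 SD, cut at about 30% in these data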;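 also: 0% = DMSO wells with GLD-1 and probe and 100% = wells lacking GLD-1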
PAD4 inh: PAD4 (human) enzyme inhibition | Q9UM07 | actives 0.41% (n = 330,000) | recombinant PAD4, RCA probe fluorescence polarization | inhibition, % at 6.36 µM | AID 485272;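 active = percent inhibition above a cutoff equal to the mean of all tested compounds plus 3 SD, cut at about 15% in these data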;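 also: 0% = PAD4 with RCA probe and DMSO and 100% = probe without PAD4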
* marks the source's active call; other numbers are inactive results; / = no result given. This is a subset; rates above refer to the full screens.

item | Molecule | TPT1 inh | BCLXL inh | MEX-5 binding | PME-1 primary | MCL1 BIM primary | Fam108B counter | GSTO1 counter | GLD-1 TGE inh | PAD4 inh
1 | Cc1nn(CCO)c2ncc(C(=O)c3cc(F)ccc3O)cc12 | 0 | 0 | 0.0 | 3 | -6 | 3 | -1 | -6 | -4
2 | CN(C)C(=O)c1ccc(NC(=O)COc2ccc([N+](=O)[O-])cc2)cc1 | 0 | -9 | -1.2 | -1 | -12 | -6 | 4 | 8 | -4
3 | CCCCNC(=O)c1sc2ncnc(N3CCc4ccccc4C3)c2c1C | -3 | 0 | 1.5 | -4 | -1 | -1 | 1 | 5 | -3
4 | Cc1c(C(=O)N2CCCCC2CCN2CCCC2=O)oc2c(F)cccc12 (stereo not drawn) | 1 | 1 | 0.3 | -2 | 3 | -5 | 3 | -2 | 3
5 | O=C(N/N=C/c1c(F)cccc1Cl)C(=O)N1CCCCCC1 | -2 | 1 | -1.0 | 4 | 1 | 2 | 3 | 2 | -4
6 | COC(=O)c1ccc(-n2ccnc2)cc1 | -5 | 6 | -2.2 | 2 | -4 | -1 | 0 | 2 | -1
7 | CCOc1ccccc1N1CCN(C(=O)c2cc(S(=O)(=O)N(C)C)ccc2N2CCCC2)CC1 | / | 3 | / | 9 | 1 | / | / | 3 | -2
8 | Cc1ccccc1-c1ccc(C=Nc2c(C)n(C)n(-c3ccccc3)c2=O)o1 | 1 | 9 | -0.6 | 13 | 2 | -1 | 0 | 1 | 2
9 | Cc1csc(C(C#N)C(=O)c2ccncc2)n1 (stereo not drawn) | -1 | 8 | -2.2 | -2 | 6 | 8 | 6 | -4 | -2
10 | CC(=O)Nc1ccc(S(=O)(=O)Nc2nccc(C3Cc4ccccc4C(=O)O3)n2)cc1 (stereo not drawn) | 0 | -1 | 0.2 | -5 | 6 | -1 | 1 | -2 | -1
11 | COc1ccc(C2CC(c3cccs3)=Nc3ccccc3S2)cc1OC (stereo not drawn) | 3 | 3 | 0.1 | -1 | 19 | -1 | 6 | 7 | 5
12 | CC(=O)SCC(Cc1ccccc1)C(=O)NCC(=O)OCc1ccccc1 (stereo not drawn) | -4 | 2 | 0.3 | 2 | 8 | 12 | 4 | 5 | 1
13 | O=[N+]([O-])c1cc(/C=N/N2CCN(Cc3ccccc3)CC2)ccc1Cl | -1 | 3 | 1.0 | -4 | -4 | 3 | 1 | -6 | 2
14 | COc1ccc(Cc2n[nH]c(=S)n2NC(=O)Nc2ccc(C)cc2)cc1 | 0 | -17 | -0.2 | -3 | -18 | -4 | 6 | 8 | -1
15 | O=C(OCc1cc2ccccc2[nH]c1=O)c1ccco1 | 1 | 7 | 0.4 | 2 | 5 | 2 | 7 | 3 | 3
16 | CSc1nc(N)nc(SC2C=CCCC2)c1C#N (stereo not drawn) | -4 | 4 | 0.5 | 2 | 8 | -3 | -3 | 10 | -1
17 | Cc1ccc2nc(-c3ccccn3)cc(C(=O)NC(C)C(C)(C)C)c2c1 (stereo not drawn) | 1 | -3 | -0.2 | -6 | 0 | -2 | 6 | 10 | -8
18 | O/N=C1/CCCCC1c1ccccn1 (stereo not drawn) | 2 | 7 | -1.8 | 4 | 7 | 1 | 11 | 5 | 6
19 | COc1cc(C(=O)NC2CCCC2)c(Br)c(OC)c1OC | 1 | 6 | -1.3 | 1 | 5 | 1 | 5 | 3 | -3
20 | O=C(NCc1ccccc1)c1ccc2c(c1)C(=O)N(Cc1ccncc1)C2=O | -2 | 2 | 0.8 | 7 | 6 | -1 | 10 | -2 | -3
21 | CCn1cc(CN2CCN(Cc3ccccc3)C(CCO)C2)c2ccccc21 (stereo not drawn) | -1 | 3 | 2.5 | -1 | 1 | 2 | -1 | 6 | -5
22 | Cc1cc(Cl)ccc1NC(=S)NCCN1CCOCC1 | -4 | 5 | 1.5 | 4 | 23 | -3 | 0 | -4 | -5
23 | O=C(CCCn1c(=S)[nH]c2ccc(Br)cc2c1=O)NCc1ccccn1 | -3 | -25 | -0.4 | -2 | -26 | -5 | -3 | 2 | -4
24 | CC(C)[C@H](NC(=O)c1ccccc1)C(=O)OCC(=O)Nc1ccc(Cl)cc1C(F)(F)F | 3 | 2 | -0.3 | 3 | -3 | 2 | 2 | 12 | -2
25 | O=C(NCCCN1CCCC1=O)C1CCN(S(=O)(=O)c2cc(C(F)(F)F)ccc2Cl)CC1 | / | 1 | / | 5 | -2 | / | / | 6 | 3
26 | COC(=O)c1cc(NC(=O)Cc2ccccc2[N+](=O)[O-])ccc1Cl | -2 | 9 | 1.2 | 1 | 0 | 7 | -3 | 3 | 0
27 | CC(C)Cc1cc(C(=O)NCc2ccco2)no1 | 2 | -1 | 1.9 | -3 | 1 | -11 | 0 | 3 | -2
28 | O=C(CSc1ncn[nH]1)N1CCN(S(=O)(=O)c2ccccc2)CC1 | -3 | 5 | 1.5 | -5 | 4 | -1 | 6 | 2 | -4
29 | CCN(CC)P(=O)(Nc1ccc([N+](=O)[O-])cc1)c1c(C)nn(CCC#N)c1NC(=O)c1ccc(Cl)cc1 (stereo not drawn) | -2 | 3 | -0.6 | -7 | 0 | 2 | 17 | -2 | -5
30 | O=c1c2ccccc2ncn1-c1ccc2c(c1)OCCO2 | 0 | 2 | 1.7 | 1 | 1 | 1 | 5 | 2 | 3
31 | CCOC(=O)C1=C(COC(=O)COc2ccc(C#N)cc2)NC(=O)NC1C (stereo not drawn) | 1 | -7 | 0.4 | 0 | -3 | -1 | -2 | 3 | -1
32 | COCCn1c(SCC(=O)NNC(=O)c2cc(Cl)ccc2OC)nnc1-c1ccncc1 | / | 0 | / | 6 | 3 | / | / | 1 | 0
33 | Cc1ccc(C(=O)/C=C/c2cn(CC(O)CN3CCOCC3)c3ccccc23)cc1 (stereo not drawn) | 47* | -23 | / | 7 | -34 | 5 | -10 | -87 | 4
34 | Cc1c(C(=O)NC(C(C)C)C(C)C)cccc1[N+](=O)[O-] | 1 | 1 | 1.4 | -3 | -1 | 0 | 5 | 3 | -5
35 | COCCNC(=O)CN(C)S(=O)(=O)c1ccc2c(c1)OCCO2 | -3 | 2 | -5.2 | -1 | -1 | -2 | 5 | 1 | 1
36 | O=C(c1ccc(Sc2ccc(F)cc2)c([N+](=O)[O-])c1)N1CCOCC1 | 3 | -2 | 0.6 | 7 | 0 | 4 | -4 | 6 | 0
37 | CN(C)/C=C/C(=O)c1cccc(C(F)(F)F)c1 | 0 | -1 | 0.6 | -4 | -9 | -2 | 11 | 0 | -3
38 | CC(=O)Nc1ccc(S(=O)(=O)Nc2cc(-c3ccccc3)nn2C)cc1 | -5 | 3 | -0.2 | 1 | 10 | -5 | 3 | 6 | 4
39 | Cc1cc(N2CCOCC2)nc2ccc(NC(=S)NCCN(C)C)cc12 | 0 | 4 | -2.9 | 4 | 16 | 6 | 6 | -2 | 1
40 | COc1ccc(N2CCN(c3ccc4nnc(CCC(=O)Nc5ccc(C)cc5)n4n3)CC2)cc1 | 1 | 0 | 1.8 | 0 | 4 | -1 | -5 | 4 | -3
41 | COc1ccccc1N1CCN(Cc2cc(=O)n3ccsc3n2)CC1 | 2 | 1 | -5.1 | 0 | 0 | 5 | 7 | 8 | 0
42 | CC(Sc1nnc(N)s1)C(=O)NC1CCCCC1C (stereo not drawn) | -4 | -3 | -0.8 | 4 | -1 | 1 | 2 | 6 | 2
43 | Cc1cc(Cl)ccc1Oc1ncnc2oc(-c3ccccc3)cc12 | 7 | 1 | -3.1 | 2 | -8 | -6 | 0 | -2 | -3
44 | COc1ccc(CN=C2NC(=O)CC(C(=O)Nc3cc(C)cc(C)c3)S2)cc1 (stereo not drawn) | -3 | 3 | 1.6 | -5 | 1 | -6 | -13 | 7 | -2
45 | COc1cc(/C=C/C(=O)O)ccc1OS(=O)(=O)c1c(C)cc(C)cc1C | / | 11 | / | -7 | 10 | / | / | 2 | -6
46 | CCn1cc(C(=O)N2CCOCC2)c(=O)c2cc(S(=O)(=O)N(C)C3CCCCC3)ccc21 | -5 | -3 | 1.2 | 0 | 1 | -3 | 3 | -6 | -4
47 | Cc1nn(-c2ccccc2)c(C)c1NC(=O)COC(=O)CC(C)c1ccccc1 (stereo not drawn) | -3 | -3 | 2.0 | -3 | -11 | 1 | -3 | -1 | -6
48 | COc1ccc(/C=N/NC(=O)c2cccc(Br)c2)cc1CSc1ccccn1 | -1 | 6 | 1.5 | -55 | 1 | -32 | -24 | 0 | -8
49 | c1csc(-c2noc(CN3CCc4sccc4C3)n2)c1 | -6 | 5 | -1.4 | 1 | 9 | 3 | 1 | 6 | 5
50 | COc1ccc(C(=O)OCC(=O)Nc2nnc(-c3ccccc3)o2)cc1 | 0 | -3 | 0.5 | -2 | -8 | -1 | -4 | -1 | -11

(more compounds)
item | Molecule | TPT1 inh | BCLXL inh | MEX-5 binding | PME-1 primary | MCL1 BIM primary | Fam108B counter | GSTO1 counter | GLD-1 TGE inh | PAD4 inh
51 | COc1ccc(OC)c(CN2CCN(C(=O)[C@@H](NC(=O)c3cccc(C)c3)C(C)C)CC2)c1 | / | 1 | / | 8 | 0 | / | / | 1 | 0
52 | CC(C)c1nc(SCC(=O)NCc2ccccc2)n[nH]1 | 3 | 6 | 2.2 | -3 | 6 | 2 | 6 | -1 | -2
53 | CCOC(=O)N1CCC(n2c(SCC(=O)N3CCCC3)nc3ccccc3c2=O)CC1 | 0 | 2 | -2.6 | -1 | 6 | 1 | -2 | 3 | 1
54 | Cc1cc(OCCN2CCCCC2)nc2ccccc12 | 1 | 6 | -1.1 | -3 | 8 | -4 | 0 | -3 | 1
55 | O=C(Nc1nc2ccsc2c(=O)s1)c1ccc(F)cc1 | -1 | 2 | 0.5 | -5 | 1 | -3 | 16 | 7 | -2
56 | CCOP(=O)(OCC)c1ccccc1OCP(C)(=O)COc1ccccc1P(=O)(OCC)OCC | 1 | 3 | 1.1 | 2 | -2 | 5 | -2 | -5 | -6
57 | CCOC(=O)c1ccc(NC(=O)c2cc3c(C)nn(-c4ccccc4Cl)c3s2)s1 | 1 | 5 | -1.1 | -7 | -3 | -5 | -4 | -5 | 0
58 | Cc1ccc(Nc2cc(-c3ccccc3)nc3ncnn23)cc1 | 1 | 5 | -1.3 | -1 | 6 | 0 | 2 | 5 | -2
59 | CC(=O)NC(CC(=O)O)c1ccc(F)cc1 (stereo not drawn) | -1 | -1 | 1.1 | 1 | 1 | 2 | 5 | -1 | -5
60 | COc1cccc(NC(=S)N(CCc2c(C)[nH]c3ccccc23)Cc2ccco2)c1 | -1 | 0 | -4.6 | 6 | 4 | 1 | 5 | 3 | 1
61 | COC(=O)c1cc(Br)c(=O)n(Cc2ccc(C(=O)O)cc2)c1 | -3 | -2 | 0.4 | 3 | -1 | -3 | 2 | 0 | 2
62 | Cc1ccc(Nc2nnc(SC(C)C(=O)Nc3c(C)n(C)n(-c4ccccc4)c3=O)s2)cc1 (stereo not drawn) | 2 | 0 | 2.3 | -8 | 0 | 2 | 6 | -3 | -3
63 | CCOc1ccc(CCNc2nc3ccccc3n3c(C)nnc23)cc1OCC | 0 | 4 | -0.6 | -5 | 12 | -3 | 5 | 0 | 5
64 | CC(C)CNC(=O)COc1ccccc1[N+](=O)[O-] | -2 | -1 | -0.3 | -1 | -3 | -1 | 8 | 2 | 2
